PI5P4Ka inh = PI5P4K alpha (human) kinase inhibition; PI5P4Kalpha enzyme, ADP-Glo luminescence, 60 min; active compounds read low; max response, %; 330,000 tested, 1.2% active; active means max response of -50% or lower; inconclusive means between -30% and -50%; inactive means -30% or higher; further: value at the top dose of about 77 µM; on the % scale 0 is the no-effect control and ±100 the full control effect
Target sequence (P48426 whole entry, looked up): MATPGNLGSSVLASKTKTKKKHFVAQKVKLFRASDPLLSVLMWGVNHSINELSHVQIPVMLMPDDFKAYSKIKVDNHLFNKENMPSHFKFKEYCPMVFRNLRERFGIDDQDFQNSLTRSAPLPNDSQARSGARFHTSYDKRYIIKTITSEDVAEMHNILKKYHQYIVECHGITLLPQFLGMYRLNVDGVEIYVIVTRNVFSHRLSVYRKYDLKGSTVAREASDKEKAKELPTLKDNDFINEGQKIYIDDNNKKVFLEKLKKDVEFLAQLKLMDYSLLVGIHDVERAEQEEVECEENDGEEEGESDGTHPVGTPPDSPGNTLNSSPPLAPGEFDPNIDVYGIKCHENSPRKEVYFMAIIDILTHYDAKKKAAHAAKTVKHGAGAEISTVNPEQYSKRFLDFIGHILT
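Quantitative HTS of the MLSMR library against PI5P4Kalpha with substrate. ATP added last at 5 microM final; room temperature, 60 minutes. Remaining ATP depleted, ADP converted and read as luminescence.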
HEK293 tox = cytotoxicity in counter-screen for GLP-1R inverse agonists; HEK293 cAMP-luciferase reporter cells, luminescence, 24 h; Potency, µM (top dose mostly 38.3 µM), for the others: at the highest dose activity change, negative = inhibition, hits mostly inhibitors; AID 624418; 410,000 tested, 0.13% active;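 further: loss of luciferase light is scored as toxicity; potency means the concentration at half of the fitted maximal effect; on the % scale 0 is the no-effect control and ±100 the full control effect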
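Here, cytotoxicity is scored as loss of luminescence. The MLSMR collection was tested on cells seeded in medium containing 10% Nu serum, with a 24 hr compound exposure preceded by 12 hours of culture.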
PTHR1 ag = PTHR1 (human) receptor agonism. Q03431. HEK293 GP2 PTHR1 cells, GloSensor cAMP luminescence, 1 h. Potency, µM (titrated, usually from 115 µM), inactives show top-dose activation, usual class: activators. 410,000 tested, 0.075% active; further: potency means the concentration at half of the fitted maximal effect; nearly all actives have a fitted effect of over 55% in size; some results filed as inactive show a strong effect at the top dose; inactives centre near -15; many of its hits are not listed in these tables
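HEK-293-derived GP2 cells expressing PTHR1 and a GloSensor cAMP reporter, 3,000/well, plated overnight, given luciferin plus IBMX (each 0.5 mM as added) for 1 h at 37 °C, then compound for 1 h at 37 °C. Luminescence was read after 15 min at room temperature.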
IL2 activator = activates IL-2 in a cell-based reporter assay; IL-2 activation reporter assay, cell-based qHTS; stimulated with anti-CD3/CD4/CD28 beads; in transgenic mouse T cells; activation, % (series mostly up to about 46 µM); 360,000 tested, 0.065% active; AID 652025; in the data active means activation above about 50%; inconclusive means mostly about 30% to 49%; further: 0% is about no effect
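First, unstimulated transgenic mouse T cells were exposed to compound for 60 min. Next, anti-CD3/anti-CD4-coated beads with anti-CD28 were added. Finally, after 18 h at 37 degrees C, EGFP and DsRed were imaged.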
GLP-1R inv ag = inverse agonists of human GLP-1 receptor; HEK293 GLP-1R CRE-luciferase, luminescence, 24 h; GLP-1R form is constitutively active; Potency, µM (highest dose often 38.3 µM), inactives show top-dose activity change, negative = inhibition, actives largely listed as inhibitors; P43220; 410,000 tested, 1.6% active; AID 624417; further: potency means the concentration at half of the fitted maximal effect; on the % scale 0 is the no-effect control and ±100 the full control effect; nearly all actives have a fitted effect of over 55% in size
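Assay principle: reduced luminescence from a cAMP-responsive reporter in HEK293 cells co-expressing a constitutively active GLP-1R. Conditions: 24 hr compound incubation, 37 deg C, 5% CO2.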
PLK1 PBD inh = inhibitors of human PLK1 polo-box domain binding. P53350. Plk1 PBD binding of FITC phosphopeptide, fluorescence polarization. Potency, µM, for the others: max response, negative = inhibition, usual class: inhibitors. 360,000 tested, 2.8% active. AID 720504; further: potency means the concentration at half of the fitted maximal effect; series mostly up to about 57 µM; on the % scale 0 is the no-effect control and ±100 the full control effect; nearly all actives have a fitted effect of over 65% in size
Target sequence (P53350 whole entry, looked up, the tested form may be a part): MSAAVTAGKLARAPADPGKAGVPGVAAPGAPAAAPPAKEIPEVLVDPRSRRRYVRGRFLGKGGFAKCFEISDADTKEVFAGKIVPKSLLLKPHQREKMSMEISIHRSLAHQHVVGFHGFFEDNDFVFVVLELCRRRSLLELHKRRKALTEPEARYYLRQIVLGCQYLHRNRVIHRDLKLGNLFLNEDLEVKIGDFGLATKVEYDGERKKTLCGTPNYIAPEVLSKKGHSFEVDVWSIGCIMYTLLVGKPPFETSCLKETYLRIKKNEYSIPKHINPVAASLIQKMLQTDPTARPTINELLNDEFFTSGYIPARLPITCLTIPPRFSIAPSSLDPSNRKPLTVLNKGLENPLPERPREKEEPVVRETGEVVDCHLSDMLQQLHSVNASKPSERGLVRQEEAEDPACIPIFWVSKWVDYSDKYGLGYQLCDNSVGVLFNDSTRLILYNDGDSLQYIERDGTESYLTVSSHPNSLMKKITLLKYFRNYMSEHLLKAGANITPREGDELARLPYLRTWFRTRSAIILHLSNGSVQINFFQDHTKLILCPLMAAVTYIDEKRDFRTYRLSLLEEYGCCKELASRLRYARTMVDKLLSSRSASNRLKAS
GLP1R ag = activates the human GLP-1 receptor | Potency, µM (top dose mostly 45.6 µM), inactives show at the highest dose activation, actives largely listed as activators | AID 624172 | 380,000 tested, 0.007% active | HEK293 GLP-1R CRE-luciferase, luminescence, 4-6 h; cells express a hypersensitive GLP-1R form | P43220; further: potency means the concentration at half of the fitted maximal effect; % of control where 0% means no effect
EPAC1 agonist = EPAC1 (human) agonism; EPAC1 agonist qHTS, biochemical assay; response scale: 100% = response to 6.5 mM cAMP; AID 720707; O95398; Potency, µM (top dose mostly 154 µM), without a hit: at the top dose activation, hits mostly activators; 360,000 tested, 0.073% active; further: potency means the concentration at half of the fitted maximal effect; nearly all actives have a fitted effect of over 60% in size
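Nucleotide exchange assay: 100 nM EPAC1 with 250 nM Rap1B loaded with BODIPY-GDP and 50 uM GDP, room temperature. Fluorescence (480/540 nm) read every 5 min for 30 min; signal change normalized to 6.5 mM cAMP as full agonist.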
EPAC1 antag = EPAC1 (human) antagonism; 360,000 tested, 0.14% active; O95398; EPAC1 GEF assay, Rap1b-BODIPY-GDP exchange fluorescence; Potency, µM (doses to about 115 µM), inactives show at the top dose activity change, negative = inhibition, usual class: inhibitors; AID 720709;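 further: potency means the concentration at half of the fitted maximal effect; plate controls were vehicle for no effect and positive control for full effect; nearly all actives have a fitted effect of over 50% in size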
The depositor's hits bear a star; i = inactive; ? = inconclusive; / = no result given; & = joins results of further samples; [ ] = dose if it differs, or a comment. Unless noted, the call rests on the fitted dose curve; in most records, active means well fitted curve in the direction sought with a large enough effect; inconclusive means small, poorly fitted or top-dose-only effect, or another doubt; inactive means no such curve, though single readings can be large; an effect the other way counts as inactive or inconclusive. These rows are one share of the data. The share of hits here may be higher or lower than overall.

compound | PI5P4Ka inh | HEK293 tox | PTHR1 ag | IL2 activator | GLP-1R inv ag | PLK1 PBD inh | GLP1R ag | EPAC1 agonist | EPAC1 antag
O=S(=O)(c1ccc(F)cc1)n1ccc2cccnc21 | / | 1% | i | -0.2 | -3% | -2% | 1% | 0% | -8%
Cc1c(CCOC(=O)c2ccc([N+](=O)[O-])cc2)sc[n+]1CC(=O)c1ccccc1 | -1 | -7% | i | 0.0 | 7% | -1% | 11% | -4% | 17%
O=C(c1ccc([N+](=O)[O-])o1)N1CCc2ccccc21 | -1 | 10% | i | 0.8 | 56%[activator] | 1% | 2% | -4% | 6%
Cc1ccc(S(=O)(=O)NC2CCCC2)cc1C(N)=O | 1 | -9% | i | -2.0 | 9% | 0% | 0% | -2% | 3%
Cn1c(SCC(=O)Nc2nc(C(C)(C)C)cs2)nnc1C1CC1 | 3 | 11% | -24% | 0.9 | -9% | -8% | -1% | -3% | -15%
Cc1ccc(-c2nnc(N(C)C(=O)c3ccncc3)s2)cn1 | 4 | 11% | -16%[57.5 µM] | 0.0 | 23% | -15% | -1% | 9% | -4%
OCCC1CN(Cc2cnn(-c3ccccc3Cl)c2)CCN1Cc1ccsc1 (stereo not drawn) | -9 | -5% | -7% | -0.5 | -7% | -9% | 9% | -3% | -10%
O=C(Nc1ccn(CCOC(=O)c2ccccc2)c(=O)n1)c1ccccc1 | 5 | 5% | i | 0.3 | 27% | -5% | 19% | 0% | 3%
O=C(NCc1ccon1)C1CCC(=O)N(CCc2cccc(F)c2)C1 (stereo not drawn) | 10 | 1% | 8% | -4.2 | 1% | -10% | 1% | 3% | -3%
CCCCOc1ccc(-c2nn(-c3ccccc3)cc2C2NC(=O)NC(C)=C2C(=O)OCC)cc1 (stereo not drawn) | / | -20% | i | / | ? | / | 3% | / | /
COC(=O)c1ccc(C)c(NC(=O)CCn2[nH]c(=O)ccc2=O)c1 | -1 | 6% | i | 0.4 | 7% | 4% | 6% | 0% | 4%
N#C/C(=C\c1ccc(OCc2ccccc2)cc1)C(=O)Nc1ccc(C(=O)O)cc1 | -12 | 4% | -10% | -4.0 | 25% | 21µM* | 5% | 0% | -13%
CC1CCCCN1C(=O)c1ccc2c(c1)N(Cc1ccc(F)cc1)C(=O)c1ccccc1S2(=O)=O (stereo not drawn) | / | 5% | -10% | / | 1% | / | 0% | / | /
Cc1nn(CC(=O)Nc2ccc(N3CCOCC3)cc2)c(C)c1Cl | -4 | -2% | -30% | -1.4 | 4% | -2% | -5% | 8% | 3%
COc1ccc(Cl)cc1C(=O)NNC(=O)CCNC(C)=O | 3 | -1%[0.307 µM] | -12% | 1.1 | 2%[0.307 µM] | -11% | 3% | 4% | -9%

compound | PI5P4Ka inh | HEK293 tox | PTHR1 ag | IL2 activator | GLP-1R inv ag | PLK1 PBD inh | GLP1R ag | EPAC1 agonist | EPAC1 antag
Cc1nn(-c2nc3ccccc3s2)c(N)c1-c1ccccc1 | / | 7% | -13% | 0.1 | 0% | -6% | 1% | 2% | 16%
O=C(Oc1cccc(NC2=NS(=O)(=O)c3ccccc32)c1)c1cccnc1 | 3 | -15% | -22% | -0.8 | -8% | 0% | -4% | 5% | 2%
CCOC(=O)C1=C(C)Nc2nc(SCc3cccnc3)nn2C1c1ccc(OC)cc1 (stereo not drawn) | -5 | -17% | -70%[inhibitor] | -0.5 | 24% | -21% | 10% | -9% | ?
CCN(CC)C(=O)CSc1nc(N)c(C#N)c(-c2cccs2)c1C#N | / | -6% | i | -3.7 | 0% | -2% | 2% | -4% | 21%
CCc1ccc(NC2=NCC(=O)N2c2ccc3c(c2)OCCO3)cc1 | 0 | -7% | i | -2.2 | -27% | 3% | 2% | 5% | -1%
Nc1ccc(-n2nnnc2-c2ccco2)cc1 | / | -15% | -12%[57.5 µM] | 2.1 | 0% | -1% | -1% | 1% | -2%
COc1ccccc1C(=O)NC(CCSC)C(=O)NCC(c1ccccc1OC)N1CCCC1 (stereo not drawn) | 5 | -21% | i | 0.3 | -8% | -5% | -25% | 7% | 7%
COCCN1C[C@@H](CO)O[C@@H](n2cnc3c(NC4CCC4)ncnc32)C1 | -4 | 4% | i | 0.1 | 26% | -5% | -5% | 4% | -3%
Cn1c(N)c(C(=O)COC(=O)c2cccnc2Cl)c(=O)n(C)c1=O | -6 | 10% | i | 1.7 | 29% | 2% | 6% | -5% | -18%
O=C(COC(=O)c1cc(=O)[nH]c(=O)[nH]1)Nc1ccccc1F | 4 | 3% | -5% | -0.4 | 6% | 3% | -2% | 3% | -2%
O=C(C(=O)N1CCC(Cc2ccccc2)CC1)c1ccccc1 | -3&-2 | -2%&3% | -35% | -0.9&0.5 | ? | 1%&-7% | / | 0%&12% | -30%&-8%
COc1cc2ccccc2cc1C(=O)Nc1ccncc1 | -1 | 19% | i | -0.1 | 36%[activator] | -9% | 28% | 15% | -20%
O=C(CCCN1C(=O)c2ccccc2C1=O)NCc1cccnc1 | 0 | -13% | -3%[57.5 µM] | -0.4 | 0% | -2% | -10% | 0% | -15%
Cc1ccc(C(=O)OCC(=O)Nc2c(C)n(C)n(-c3ccccc3)c2=O)cc1[N+](=O)[O-] | -2 | 6% | i | 0.4 | 10% | 0% | 9% | 5% | -6%
CC(C)C(NC(=O)c1ccc(F)cc1)C(=O)OCC(=O)N1CC(=O)Nc2ccccc21 (stereo not drawn) | -9 | -3%[1.53 µM] | i | 0.3 | -2% | 6% | -6% | -11% | 13%

An excerpt from above in order of formula weight, rising.
compound | PI5P4Ka inh | HEK293 tox | PTHR1 ag | IL2 activator | GLP-1R inv ag | PLK1 PBD inh | GLP1R ag | EPAC1 agonist | EPAC1 antag
Nc1ccc(-n2nnnc2-c2ccco2)cc1 | / | -15% | -12%[57.5 µM] | 2.1 | 0% | -1% | -1% | 1% | -2%
Cc1nn(-c2nc3ccccc3s2)c(N)c1-c1ccccc1 | / | 7% | -13% | 0.1 | 0% | -6% | 1% | 2% | 16%
O=C(CCCN1C(=O)c2ccccc2C1=O)NCc1cccnc1 | 0 | -13% | -3%[57.5 µM] | -0.4 | 0% | -2% | -10% | 0% | -15%
Cn1c(N)c(C(=O)COC(=O)c2cccnc2Cl)c(=O)n(C)c1=O | -6 | 10% | i | 1.7 | 29% | 2% | 6% | -5% | -18%
COCCN1C[C@@H](CO)O[C@@H](n2cnc3c(NC4CCC4)ncnc32)C1 | -4 | 4% | i | 0.1 | 26% | -5% | -5% | 4% | -3%
CCN(CC)C(=O)CSc1nc(N)c(C#N)c(-c2cccs2)c1C#N | / | -6% | i | -3.7 | 0% | -2% | 2% | -4% | 21%
O=C(Oc1cccc(NC2=NS(=O)(=O)c3ccccc32)c1)c1cccnc1 | 3 | -15% | -22% | -0.8 | -8% | 0% | -4% | 5% | 2%
CC(C)C(NC(=O)c1ccc(F)cc1)C(=O)OCC(=O)N1CC(=O)Nc2ccccc21 (stereo not drawn) | -9 | -3%[1.53 µM] | i | 0.3 | -2% | 6% | -6% | -11% | 13%
CCOC(=O)C1=C(C)Nc2nc(SCc3cccnc3)nn2C1c1ccc(OC)cc1 (stereo not drawn) | -5 | -17% | -70%[inhibitor] | -0.5 | 24% | -21% | 10% | -9% | ?
COc1ccccc1C(=O)NC(CCSC)C(=O)NCC(c1ccccc1OC)N1CCCC1 (stereo not drawn) | 5 | -21% | i | 0.3 | -8% | -5% | -25% | 7% | 7%

New compounds follow
compound | PI5P4Ka inh | HEK293 tox | PTHR1 ag | IL2 activator | GLP-1R inv ag | PLK1 PBD inh | GLP1R ag | EPAC1 agonist | EPAC1 antag
CC(=NNC(=O)Cn1ccc(C(F)(F)F)n1)c1ccc(-n2ccnc2)cc1 | -6 | -7% | -30% | -0.1 | ? | -2% | -1% | -3% | -6%
Cc1ccc(S(=O)(=O)N2CCN(Cc3cc(C(C)C)ccc3O)CC2)cc1 | 10 | 26% | -24% | -1.5 | ? | -7% | -4% | 0% | -18%
NS(=O)(=O)c1ccc(NNC(=O)c2cccs2)cc1 | 0 | 10% | -22% | -1.4 | ? | -17% | 1% | -7% | 10%
CN(C(=S)Nc1ccccc1)c1ccccc1 | 11 | 1% | -24% | 2.1 | 2% | -6% | -9% | 7% | -18%
CNc1nc2ccccc2n1CC(=O)c1ccccc1 | 6 | 7% | i | 0.0 | 6% | -4% | -1% | 3% | 3%
Cc1ccc(NC(=O)CCCc2c[nH]c3ccccc23)nc1 | 3 | -21% | -2% | -0.7 | ? | -16% | 9% | 2% | 20%
O=C(CCc1ccccc1)NNC(=O)COc1ccc([N+](=O)[O-])cc1 | 6 | 3% | i | 0.1 | -15% | 1% | -5% | 15% | 20%
CC(=O)CSc1cc(-c2ccccc2)nc2ncnn12 | -2 | ? | i | -0.2 | ? | -15% | 13% | 9% | 4%
N#CCCN(C(=O)CN1CCN(S(=O)(=O)c2ccc3c(c2)OCCO3)CC1)c1ccc(F)cc1 | -2 | 1% | -14% | -4.2 | 5% | -4% | -14% | -23% | -2%
O=C(CC1C(=O)N(c2ccccc2)C(=O)N1Cc1ccco1)Nc1ccccc1 (stereo not drawn) | -9 | 11% | -12% | -0.9 | -29% | ? | 7% | 16% | 3%
COc1cc(OC)cc(-c2c(-c3cccs3)c3cc(-c4cc(OC)c(OC)c(OC)c4)ccc3n2C)c1 | 10 | 9% | i | -0.2 | ? | -6% | 0% | 0% | -10%
Cc1ccc(-c2cnc(NCc3cc4c(cc3[N+](=O)[O-])OCO4)n2C)cc1C | 0 | -3% | -20% | 1.3 | ? | 0% | 4% | 1% | 0%
Cc1ccc2nc(C3CCCN(C(=O)NCc4ccccc4)C3)[nH]c2c1 (stereo not drawn) | / | -1% | i | -1.4 | 0% | -6% | 9% | 0% | -10%

High-throughput results from PubChem BioAssay.
